Screening data from PubChem BioAssay.
A-T KAP1 phos: candidate therapy for ataxia-telangiectasia; Potency, µM (series often up to 57.5 µM), for the others: at the highest dose activation, hits mostly activators; […] A-T fibroblasts, KAP-1 phosphorylation AlphaLISA; neocarzinostatin DNA damage 30 min before lysis; AID 485349; 320,000 tested, 0.19% active; also: potency is read from the fitted curve at half-maximal effect; % of control where 0% means no effect; nearly all actives have a fitted effect of over 45% in size
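ATM-like activity read as KAP-1 phosphorylation via AlphaLISA donor/acceptor antibody pairs after lysis and 6 hr at 25C. Cells were ATM-null patient fibroblasts ([…], hTERT), dosed 60 min, then exposed to the DSB inducer NCS for 30 min.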
S-ASM inh: blocks human secretory acid sphingomyelinase. P17405. placental ASM, HMU-PC fluorogenic substrate, 60 min. Potency, µM (titrated, usually from 57.5 µM), inactives show at the top dose activity change, negative = inhibition, actives largely listed as inhibitors. 340,000 tested, 0.006% active. AID 504937; also: potency is read from the fitted curve at half-maximal effect
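Fluorogenic HMU-PC substrate (9 uM final) is turned over by placental ASM in 60 min at 37 C after a 10 min compound preincubation. Reaction ended by alkaline stop (pH 10), with fluorescence read at 386/447 nm.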
Tb PFK block: T. brucei PFK enzyme inhibition; O15648; T. brucei PFK, ADP-Glo luminescence; Potency, µM (titrated, usually from 57.5 µM), for the others: at the top dose activity, negative = inhibition, actives largely listed as inhibitors; 330,000 tested, 0.17% active; AID 485367;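 also: potency is read from the fitted curve at half-maximal effect; 0% = uninhibited 1x PFK enzyme wells and -100% = no-enzyme wells; nearly all actives have a fitted effect of over 60% in size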
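1.25 nM PFK with 0.5 mM F6P and 0.1 mM ATP in 0.1 M TEA pH 8.0, 5 mM MgCl2, incubated 45 min at room temperature; ADP measured by ADP-Glo luminescence; compounds titrated up to 57 uM.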
ELG1 repair inh: blocks ELG1-dependent DNA repair in HEK293T cells. Potency, µM (highest dose often 46.1 µM), for inactives: top-dose activity change, negative = inhibition, hits mostly inhibitors. HEK293T ELG1-luciferase reporter, luminescence, 16 h; DNA damage induced by 5-fluorouridine. AID 504467. 330,000 tested, 2.3% active; also: potency is read from the fitted curve at half-maximal effect; % is scaled to controls: 0 for no effect and ±100 for the full control effect; nearly all actives have a fitted effect of over 55% in size
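Luminescence from the luciferase reporter, measured 30 min after ONE-Glo reagent at room temperature, was the read-out. Beforehand, 2,000 cells per well were exposed for 16 hr at 37 °C to 5-fluorouridine together with compound or vehicle.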
Mito fusion act: blocks mitochondrial division or promotes mitochondrial fusion | AID 485298 | Potency, µM (doses to about 46.1 µM), for inactives: at the top dose growth rescue (activation), most hits filed as activators | 320,000 tested, 0.23% active | S. cerevisiae fusion-defective mutant growth rescue, CellTiterGlo 48 h;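 also: potency is read from the fitted curve at half-maximal effect; % of control where 0% means no effect; nearly all actives have a fitted effect of over 45% in size; temperature-sensitive fusion mutants such as fzo1-1 at 37 °C on non-fermentable ethanol glycerol medium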
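Luminescent cell viability in 1536-well qHTS format served as the measure of rescued growth in ts fusion-mutant S. cerevisiae cultured on non-fermentable YPEG for 48 hours at 37C.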
TSHR antagonist: blocks TSH signaling through the human TSH receptor; TSHR-expressing cells, TSH-stimulated cAMP HTRF, 2 h; hits give low values; activity change, negative = inhibition, % at 11.5 µM; 330,000 tested, 0.2% active; AID 504810;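 active = activity change below a set negative limit, meaning inhibition stronger than a set level, cut at about -70% in these data; inconclusive = activity change between two set negative limits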; also: % is scaled to controls: 0 for no effect and ±100 for the full control effect
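Inhibition of cAMP made by TSHR-expressing cells under TSH stimulation (4nM final, EC80; 2 h, 37 deg C) is quantified with a one-step lysis HTRF kit, anti-cAMP cryptate versus cAMP-d2.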
TCR act: activates T cell receptor signaling; 330,000 tested, under 10 active; primary human leukocytes, anti-CD3, IL-2 HTRF, 48 h; AID 504894; Potency, µM (series often up to 9.22 µM), inactives show at the highest dose activation of IL-2 secretion, usual class: activators; also: % of control where 0% means no effect
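Primary human leukocytes incubated 48 hr with anti-CD3 beads plus compound, without co-stimulation. Secreted IL-2 measured by HTRF (europium cryptate/d2 anti-IL-2 pair, 320 nm excitation, 665 nm emission).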
TSG101-PTAP inh: blocks PTAP/TSG101 interaction to inhibit HIV-1 budding | Potency, µM (top dose mostly 115 µM), without a hit: top-dose activity change, negative = inhibition, most hits filed as inhibitors | 340,000 tested, under 10 active | Q99816 | Fluorescence polarization, FITC-PTAP peptide / Tsg101 binding; active = well fitted inhibition curve with a large enough effect in the main read-out, with a control signal flat, not every such curve was filed as active; inconclusive = small, poorly fitted or top-dose-only effect, or effect the other way, or a change in a side signal; inactive = no such curve, though single readings can be large or run the other way; also: potency is read from the fitted curve at half-maximal effect; % of control where 0% means no effect
Target sequence (Q99816 whole entry, looked up): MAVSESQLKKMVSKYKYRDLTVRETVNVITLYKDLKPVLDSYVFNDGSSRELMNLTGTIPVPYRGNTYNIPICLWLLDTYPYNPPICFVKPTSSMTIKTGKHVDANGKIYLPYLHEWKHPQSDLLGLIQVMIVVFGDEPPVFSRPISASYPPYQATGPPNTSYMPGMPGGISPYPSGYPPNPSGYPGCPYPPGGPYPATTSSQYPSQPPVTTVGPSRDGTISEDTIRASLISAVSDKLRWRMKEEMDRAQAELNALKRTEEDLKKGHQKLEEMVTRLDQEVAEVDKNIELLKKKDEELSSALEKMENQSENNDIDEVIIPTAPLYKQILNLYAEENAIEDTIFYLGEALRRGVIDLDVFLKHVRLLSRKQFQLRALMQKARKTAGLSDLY
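Fluorescence anisotropy tracks displacement of a FITC-tagged PTAP peptide (50 nM) from the Tsg101 binding domain (10 uM), following a 20 min room-temperature incubation at pH 7.5.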
a7 integrin act: integrin-mediated muscular dystrophy alleviation activation; AID 624291; 350,000 tested, 0.064% active; alpha7betagal myoblasts, beta-gal FDG fluorescence, 48 h; Potency, µM (series often up to 38.3 µM), without a hit: at the top dose activation, hits mostly activators;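 also: potency is read from the fitted curve at half-maximal effect; 100% = response of the positive control SU9516; nearly all actives have a fitted effect of over 60% in size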
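Alpha7betagal+/- myoblasts (passage 13) were plated 16-24 hr, then exposed to compounds (1:260 dilution of DMSO stock) for 48 hours at 37C. After MPER lysis, β-galactosidase reporter activity was read as FDG fluorescence (ex 480/em 540) after 30 minutes.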
Chronic BCR inh: chronic active BCR signaling inhibition. ABC-DLBCL IkBa-CBG/CBR reporter, luminescence ratio, 4 h. Potency, µM (highest dose often 46.1 µM), for the others: at the highest dose ratio change, negative = lower green/red ratio, usual class: inhibitors. 340,000 tested, 0.05% active; active = well fitted inhibition curve with a large enough effect in the signal ratio, with a control signal flat, not every such curve was filed as active; inconclusive = small, poorly fitted or top-dose-only effect, or effect the other way, or a change in a side signal; the % refers to the signal ratio;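 also: potency is read from the fitted curve at half-maximal effect; plate controls were basal doxycycline-induced cells for no effect and cells given 10 µM MG132 for full effect; MG132 reads +100%, hits lower the ratio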
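Compounds up to 46 uM were incubated four hours with TMD8 cells whose green CBG68 luciferase is fused to IkappaBalpha; red CBR luminescence normalised the signal, and concentration-effect curves were fitted to fusion, red and ratio data.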
Eya2 phos inh: blocks the phosphatase activity of human Eya2; 330,000 tested, 0.006% active; O00167; Potency, µM (highest dose often 76.9 µM), for the others: top-dose activity, negative = inhibition, most hits filed as inhibitors; recombinant Eya2, OMFP fluorescence dephosphorylation (OMFP is methylfluorescein phosphate); also: potency is read from the fitted curve at half-maximal effect; % is scaled to controls: 0 for no effect and ±100 for the full control effect
Target sequence (O00167 whole entry, looked up): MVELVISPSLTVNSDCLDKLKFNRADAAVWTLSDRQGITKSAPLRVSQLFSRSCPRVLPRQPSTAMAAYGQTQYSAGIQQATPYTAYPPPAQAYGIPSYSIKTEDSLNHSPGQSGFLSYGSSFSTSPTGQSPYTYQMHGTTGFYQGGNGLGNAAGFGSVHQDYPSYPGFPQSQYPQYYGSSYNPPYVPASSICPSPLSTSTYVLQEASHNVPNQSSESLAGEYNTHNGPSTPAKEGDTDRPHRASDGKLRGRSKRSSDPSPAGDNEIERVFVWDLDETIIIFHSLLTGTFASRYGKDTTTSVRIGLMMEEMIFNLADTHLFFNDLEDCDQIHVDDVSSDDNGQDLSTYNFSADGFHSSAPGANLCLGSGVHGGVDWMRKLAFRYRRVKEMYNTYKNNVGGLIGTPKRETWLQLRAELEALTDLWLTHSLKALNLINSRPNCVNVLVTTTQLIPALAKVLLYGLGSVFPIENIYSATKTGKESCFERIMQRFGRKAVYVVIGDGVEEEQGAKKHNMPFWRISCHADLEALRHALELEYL
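Eya2 (0.2 uM) preincubated 10 min at ambient with compound, then OMFP substrate added at 50 uM; 10 min reaction in 50 mM HEPES pH 7.5, 50 mM NaCl, 5 uM MgCl2, 0.05% BSA, 1 mM DTT. Fluorescence read at Ex 485/Em 525 nm.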
Starred values were filed as active, the others as inactive; u = inconclusive; x = no result given; [ ] = another dose, or the depositor's remark. Unless noted, calls follow the shape of the dose curve; as a rule, active = well fitted curve in the direction sought with a large enough effect; inconclusive = small, poorly fitted or top-dose-only effect, or another doubt; inactive = no such curve, though single readings can be large; an effect the other way counts as inactive or inconclusive.

SMILES | A-T KAP1 phos | S-ASM inh | Tb PFK block | ELG1 repair inh | Mito fusion act | TSHR antagonist | TCR act | TSG101-PTAP inh | a7 integrin act | Chronic BCR inh | Eya2 phos inh
O=C(NC(Cc1c[nH]c2ccccc12)C(=O)Nc1ccc(F)c([N+](=O)[O-])c1)c1cccs1 (configuration not stated) | 4% | -15% | 1% | 7% | -7% | -12 | -3%[46.1 µM] | -5% | -36% | u | -1%
CCC(C)NC(=S)N1CCN(C(c2ccccc2)c2ccccc2)CC1 (configuration not stated) | 4% | -4% | 0% | -10% | 29% | 3 | -3%[46.1 µM] | 1% | -23% | 2% | -2%
C/C(=N\NC(=O)C(NC(=O)c1ccccc1)C(C)C)c1ccccc1 (configuration not stated) | -2% | 0% | -1% | 3% | 0% | -2 | 4% | 0% | 9% | -2% | -1%
Cc1ccc2c(c1)C1(C(=O)N2)N2CCCC2C(C(=O)c2ccc3ccccc3c2)C12C(=O)Nc1ccccc12 (configuration not stated) | x | -1% | 0% | x | -15% | -1 | 2% | 0% | -20% | u | -4%
COC(=O)c1ccc(COc2ccc3c(C)c(C)c(=O)oc3c2C)o1 | 11% | 11% | -1% | u | 3%[9.22 µM] | 10 | -3% | -4% | 8% | 1% | 12%
CCOc1cc(/C=C(\C#N)C(=O)Nc2ccc(S(N)(=O)=O)cc2)ccc1OCCN1CCOCC1 | -3% | 7% | 1% | 0% | -1% | -6 | -2% | 3% | 2% | 4% | -2%
O=C(O)c1ccc(COc2cccc(CO)c2)cc1 | -3% | 4% | -12% | u | -11% | -2 | 0% | -8% | 10% | -4% | -23%
Cn1c(=O)c2c(n(C)c1=O)=NC1(CCCCC1)N=2 | -5% | 4% | -6% | -1% | -7% | 24 | 1% | 0% | 16% | 3% | -22%
COc1cc(C2C(C#N)=C(C)NC3=C2C(=O)c2ccccc23)cc(OC)c1OC (configuration not stated) | 0% | -14% | 8% | -20% | -3% | 6 | 0% | -9% | -27% | u | 16%
COc1cc(OC)c2c(c1)S(=O)(=O)C(c1ccccc1)=C2N | -2% | 0% | -1% | 13% | 1% | -4 | 0% | -1% | -41% | u | -7%
Cc1noc(C)c1COc1ccc(C(=O)Nc2nnc(CC(C)C)s2)cc1 | 10% | -2% | -4% | 1% | 0% | -25 | 1% | -3% | -33% | 0% | -20%
CC(=O)N1[C@@H]2CC3C4CC=C5C[C@@H](O)CC[C@]5(C)C4CC[C@]3(C)[C@@]21C(C)=O (some centres not stated) | -12% | 3% | 1% | 1% | 22µM* | 1 | x | 0% | 22% | -2% | -8%
Cc1ccc(C(=O)NN2CCOCC2)cc1[N+](=O)[O-] | 4% | 2% | 1% | 18% | -8% | -5 | 0% | -1% | 1% | 1% | -10%
O=[N+]([O-])c1cccc(-c2c(-c3ccccc3)ncc3cc(F)ccc23)c1 | 3% | -6% | 0% | -19% | u | -23 | -2% | 3% | 15% | 11% | 13%
Cc1ccc(OCC(=O)NCc2ccccc2)c([N+](=O)[O-])n1 | 2% | -2% | 4% | 19% | 0% | 8 | 1%[46.1 µM] | 0% | -24% | 16% | 8%
CC(C)Cc1nc(N2CCCCC2)c(C#N)c2c1CCC2 | 4% | 41% | -4% | 4% | 8% | 3 | -1% | -13% | -29% | -1% | -21%
COc1cc(/C=C2\SC(c3ccccc3)=NC2=O)cc(Cl)c1O | -4% | -12% | -15% | 14% | -1% | -3 | 2% | -3% | -17% | -4% | 18%
CCc1ccccc1NC(=S)N(CCCN1CCN(C)CC1)Cc1cccs1 | -1% | 0% | -5% | 19% | 3% | -4 | 3% | -4% | -9% | -16% | -1%
Cc1cc(C(=O)CCl)c(C)n1-c1cccc([N+](=O)[O-])c1 | -35% | 3% | -10% | 4% | 9% | -11 | -3% | -3% | 0% | u | -3%
CC(=O)Nc1ccc(C(=O)OCc2ccc(Cl)cc2)cc1 | 4% | -9% | 0% | -4% | -2% | -5 | 4% | -4% | -8% | -1% | -18%
COC(=O)CC(NC(=O)c1ccco1)c1cccc2ccccc12 (configuration not stated) | -2% | -2% | 1% | -1% | -1% | 7 | 5% | -2% | 4% | 2% | 2%
COc1ccc(Cl)cc1N(CC(=O)Nc1ccc2c(c1)OCO2)S(C)(=O)=O | 4% | -3% | 0% | 3% | -2% | -5 | -5% | -2% | 39% | 4% | 11%
Cc1ccccc1CNC(=O)c1ccccc1N(C)S(=O)(=O)c1ccccc1 | -1% | 6% | -1% | -21% | -3% | -10 | x | -2% | -28% | 0% | 4%
COc1ccc(C(OC(=O)c2ccco2)C(=O)NCc2ccco2)cc1 (configuration not stated) | -8% | -1% | -4% | 4% | -8% | 9 | -2% | -1% | -12% | -1% | -9%

Some values from above:
Reading for CC(C)Cc1nc(N2CCCCC2)c(C#N)c2c1CCC2 in ELG1 repair inh: 4%
Reading for Cc1ccc(OCC(=O)NCc2ccccc2)c([N+](=O)[O-])n1 in Tb PFK block: 4%

(list continues)
SMILES | A-T KAP1 phos | S-ASM inh | Tb PFK block | ELG1 repair inh | Mito fusion act | TSHR antagonist | TCR act | TSG101-PTAP inh | a7 integrin act | Chronic BCR inh | Eya2 phos inh
CCOc1cc(C(=O)N(CC)CC(=O)Nc2c(F)cccc2F)ccc1OCC(=O)N1CCCCC1 | 11% | 4% | -26% | 13% | 9% | x | 1% | -2% | -21% | -10% | 17%
CCOC(=O)c1oc2ccccc2c1NC(=O)CN1CCN(C)CC1 | 2% | -1% | 3% | 2% | -6% | -5 | 3% | -9% | -19% | 0% | -15%
CC(C)(C)c1ccc(NC(=O)COC(=O)C2CCCC2)cc1 | -4% | 1% | -2% | u | -1% | 10 | -2% | -2% | -36% | 0% | -16%
Cc1cc(NC(=O)COC(=O)COc2ccc3c(c2)CCC3)no1 | 15% | 1% | -8% | -3% | -6% | -4 | -1% | 0% | 12% | 2% | 0%
S=C(NCCN1CCOCC1)Nc1cccc2ccccc12 | 0% | 1% | -4% | 10% | -9% | 0 | 0%[46.1 µM] | -3% | -34% | -8% | 0%
Oc1ccc(-c2nc3cnccn3c2Nc2ccc3c(c2)OCCO3)cc1 | 2% | -3% | 5% | u | 0% | 5 | 9% | 1% | -5% | 18µM* | -22%
CCn1c(CNC(=O)c2ccccc2Br)nnc1SCC(=O)NC1=NCCS1 | -2% | 0% | -2% | 0% | -4% | 11 | 6% | -2% | -16% | -10% | 7%
CC(=O)N(Cc1cccs1)Cc1cc2ccc(C)c(C)c2nc1Cl | 18% | -6% | -5% | 12µM* | 10% | 10 | 9% | -2% | -3% | 2% | 30%
CCn1c(SCC(=O)NCc2ccc3c(c2)OCO3)nc2c(c1=O)SCC2 | 8% | 2% | 0% | 7% | 0% | 5 | -3% | -2% | 12% | u | -12%
O=C(NC(=O)c1cccc(Cl)c1)OC[C@@H]1CCCN2CCCCC12 (some centres not stated) | -3% | 1% | 1% | 9% | -1% | -19 | -1% | -3% | -15% | 12% | 7%
COc1ccccc1NS(=O)(=O)c1ccc(Cl)c(NC(=O)CN2C(=O)c3ccccc3C2=O)c1 | -5% | -2% | 0% | 6% | 0% | -1 | -2% | 0% | 24% | 0% | -2%
FC(F)(F)c1cccc(NCc2cn3cccnc3n2)c1 | 5% | 1% | -29% | u | 1% | 35 | -2% | -1% | 3% | 13% | 6%
Cc1nn(CC(=O)Nc2ccc(N(C)C)cc2)c(C)c1[N+](=O)[O-] | x | -3% | 0% | 7% | -14% | -1 | 2%[46.1 µM] | -2% | 20% | -2% | 8%
Cc1ccc(S(=O)(=O)NC(C)(C)CSc2ncccn2)cc1 | 13% | 3% | -24% | -1% | 7% | 26 | x | 0% | 12% | 1% | -4%
Cn1c(-c2ccc3c(c2)OCO3)cnc1NCc1cccc(Cl)c1 | 9% | -2% | -7% | 4% | -15% | -2 | 0% | 0% | -29% | -3% | -7%
